# ARNT TACC3 PPI – disruptors of ARNT/TACC3 protein interaction, primary screen, biochemical, AlphaScreen, single concentration | Transforming acidic coiled-coil-containing protein 3 (Homo sapiens), Q9Y6A5 | AlphaScreen His-ARNT PAS-B/GST-TACC3 binding, luminescence; TACC3 fragment carries E629A point mutation | 390,000 tested, 0.66% active | inhibition, % at 9.99 µM;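 active means mean inhibition of replicates at least 50% and at least half of replicates each reaching 50%; inconclusive means half or more replicates reach 50% but mean below 50%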;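 further: 0% = complete ARNT plus TACC3 wells and 100% = ARNT alone without TACC3; many hits fall short of the cut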
# RAD54 branch – inhibitors of human RAD54 branch migration, primary screen, biochemical, fluorescence, single point. DNA repair and recombination protein RAD54-like (Homo sapiens), Q92698. 360,000 tested, 0.14% active. inhibition, % at 10.4 µM. RAD54 Holliday junction branch migration, FAM/BHQ fluorescence;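 active means mean normalized replicate activity at least 40 and at least half of replicates scoring 40 or more; inconclusive means only one of the two criteria met; inactive means mean below 40 and under half of replicates reaching 40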;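 further: 0% = median of neutral control wells and 100% = median of positive control wells; inhibitors cause a drop in the FAM fluorescence signal; in these data hits start at about 50%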
# esBAF inh – Bmi1 luciferase reporter increase in mESCs, primary screen, esBAF inhibitor project, mouse ES cells, Bmi1 luciferase knock-in, single point | 24 h; 100% = twice the neutral-well signal | reporter increase, % at 12.5 µM | 350,000 tested, 2% active | AID 602393, 2012; in the data active means activation above about 40%; inconclusive means no clear call, values can overlap the other calls;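 further: 0% = median of the plate's neutral control wells and 100% = double that signal; a rise in the Bmi1 reporter signal indicates esBAF inhibition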
# F508del corr – F508del CFTR correction, initial screen, CFBE line, single point; 350,000 tested, 0.36% active; activity (quench increase), % at 7.58 µM; AID 720511, 2013; CFBE cells, YFP halide quenching; stimulated with forskolin plus potentiator P3; % fluorescence drop versus neutral controls;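 active means mean added fluorescence quench of at least 8% versus neutral control, with both replicates also reaching 8%; inconclusive means only one of the mean or replicate conditions met; inactive means mean below 8% and not both replicates reaching 8%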;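 further: cells transiently co-express mutant CFTR-F508del with the halide-sensitive YFP; corrector assay measuring rescue of mutant channel to the surface after 24 h compound exposure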
# RAD52 anneal inh – RAD52 DNA annealing inhibitors, primary screen, biochemical, FRET, single point, set 2; DNA repair protein RAD52 homolog (Homo sapiens), P43351; recombinant RAD52 DNA annealing, FRET fluorescence; inhibition, % at 18.7 µM; 360,000 tested, 0.46% active; AID 651710, 2012;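 active means every replicate showing at least 50% inhibition; inconclusive means mean inhibition at least 50% but not in every replicate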
# Target sequence (P43351 whole entry, looked up): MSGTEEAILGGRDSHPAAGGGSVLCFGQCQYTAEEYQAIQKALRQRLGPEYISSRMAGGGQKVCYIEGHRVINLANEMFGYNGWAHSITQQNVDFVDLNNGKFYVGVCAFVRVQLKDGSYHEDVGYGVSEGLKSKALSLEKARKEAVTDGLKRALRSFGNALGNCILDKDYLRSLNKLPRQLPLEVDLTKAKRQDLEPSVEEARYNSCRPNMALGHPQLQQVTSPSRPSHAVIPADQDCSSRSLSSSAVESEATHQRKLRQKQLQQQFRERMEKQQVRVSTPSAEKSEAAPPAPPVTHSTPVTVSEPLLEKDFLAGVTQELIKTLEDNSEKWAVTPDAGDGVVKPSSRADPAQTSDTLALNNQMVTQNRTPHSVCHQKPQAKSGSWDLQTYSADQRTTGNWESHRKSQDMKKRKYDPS
# GSIS activator – GLuc luminescence reporter in INS-1E cells, primary screen for activators of glucose-dependent secretion of insulin | INS-1E GLuc reporter insulin secretion, 2-3 h | activation, % at 16.6 µM | 370,000 tested, 0.61% active;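 active means lowest replicate activation of at least 40%, so every replicate reaches that level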;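 further: 0% = median of neutral control wells and 100% = median of IBMX positive control wells; some compounds called inactive have numbers as strong as hits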
# Xi reactivation – activators of inactive X chromosome reactivation, primary screen, imaging, XiGFP fibroblasts, GFP high-content imaging, set 2; activation, % at 7.58 µM; XiGFP mouse fibroblasts, % GFP-positive cells imaging, 3 d; cells co-treated with 5-aza-dC sensitizer; scaled so ellipticine positive control = 100%; 360,000 tested, 0.055% active;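 active means mean normalized replicate activation at least 10% and every replicate at or above 10%; inconclusive means only one of the two criteria met; inactive means mean below 10% and not all replicates reach 10%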;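 further: 0% = median of on-plate neutral control wells and 100% = ellipticine 6 µM median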
#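 Assay system – SV40-immortalized XiGFP fibroblast cells, line 68-5-11 · Buffer or medium – DMEM supplemented with 5-aza-dC as sensitizing agent · Dosing – one concentration, pinned · Benchmarks – positive control ellipticine, 6 µM final · Times – 3 days compound exposure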
# ERAP1 HTS inh – human ERAP1 aminopeptidase inhibitors, primary screen, biochemical, single point, plate reader; Endoplasmic reticulum aminopeptidase 1 (Homo sapiens), Q9NZ08; recombinant ERAP1, Leu-AMC fluorescence, 60 min; inhibition, % at 10.7 µM; 340,000 tested, 0.15% active;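 active means mean replicate inhibition of at least 30%, or all replicates individually reaching that 30% level; inactive means mean below 30% and not every replicate reaching it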;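 further: 0% = neutral control wells and 100% = L-leucinethiol positive control wells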
# The depositor's hits bear a star; u = inconclusive; x = not tested or not shown; & = joins results of further samples.
Compound	ARNT TACC3 PPI	RAD54 branch	esBAF inh	F508del corr	RAD52 anneal inh	GSIS activator	Xi reactivation	ERAP1 HTS inh
COC(=O)c1ccc(S(=O)(=O)NCCc2ccccc2OC)n1C	-3	x	-4	-1.2	-2	13	0.5	9
CC(=O)Nc1ccccc1C(=O)C(=O)O	-4	-17	-14	x	x	-11	x	x
COc1cccc(C(=O)Nc2ccc3c(c2)OC[C@H](C)N(CCc2ccccc2)C[C@H](C)[C@H](OC)CN(C)C3=O)c1	14	-12	2	-0.3	1	-17	0.3	2
CC(C)CN1CC(COCc2ccccc2)Oc2ccccc2S1(=O)=O (stereo unspecified)	-8	-4	0	-1.2	3	-29	0.3	0
Cc1cc(SCC(=O)N/N=C/c2ccc(O)cc2O)c(C)cc1Br	1	9	-44	x	-11	-40	x	4
C[n+]1cn(/N=C/c2ccccc2)c2ccccc21	6	1	-1	x	x	11	0.0	x
CCOC(=O)N1CCN(C(=O)c2c[nH]c3ccc(S(=O)(=O)N(C)c4ccc(F)cc4)cc3c2=O)CC1	-5	14	3	1.5	-7	-11	0.1	-3
CO[C@@H]1CN(C)C(=O)c2ccc(NC(=O)C3CC3)cc2OC[C@@H](C)N(Cc2nccs2)C[C@H]1C	-12	-4	-6	2.0	-11	8	0.1	-1
O=[N+]([O-])c1ccccc1S(=O)(=O)N1CCN(Cc2cccc(OCCO)c2)CC1	6	-2	x	-1.9	13	x	x	3
COc1ccc(OC)c(CCNC(=O)c2ccc(NC3=NC4CS(=O)(=O)CC4S3)cc2)c1 (stereo unspecified)	-2	4	-1	4.0	-7	-2	-0.1	5
Cc1ccc(C)c(NC(=O)CSc2ccc(-c3ccco3)nn2)c1	-1	-5	x	-1.6	-18	2	0.1	-4
CC(C)CCN(C(=O)CNC(=O)c1cccs1)C(C(=O)NC1CCCC1)c1ccncc1 (stereo unspecified)	-1	x	x	-0.4	-6	13	-0.1	3
COc1cccc(NC(=O)CSCc2cc(=O)n3ccsc3n2)c1	25	-9	0	x	-5	x	x	-2
C[C@H]1CN([C@@H](C)CO)C(=O)c2cc(NS(=O)(=O)c3cn(C)cn3)ccc2O[C@@H]1CN(C)Cc1ccc(C(F)(F)F)cc1	-11	-6	-1	0.7	28	8	0.2	-3
CCOC(=O)c1ccc(NC(=O)CNNC(=O)COc2ccccc2C)cc1	6	-1	4	-1.3	-17	-49	0.1	1
CCCOC1CCCN(C(=O)c2cc(COc3c(F)cccc3F)on2)C1 (stereo unspecified)	-7	-2	89*	1.1	-15	11	0.0	0
CCS(=O)(=O)N1Cc2ccccc2CC1C(=O)Nc1cccc(OC)c1 (stereo unspecified)	-13	6	53*	-1.2	-22	-20	0.1	0
COc1ccccc1NC(=O)N(C)C[C@H]1Oc2cc(Br)ccc2S(=O)(=O)N([C@H](C)CO)C[C@@H]1C	-6&-6	1&0	2&2	1.5&-3.0	-14&-5	-1	0.1	0&-4
CCOC(=O)C1=CCN(S(=O)(=O)c2ccccc2F)C1c1ccc(C)cc1 (stereo unspecified)	x	2	2	-4.8	-5	-8	0.0	-7
C=CCc1ccc(OCCCOc2ccc(C(=O)O)cc2)c(OC)c1	-5	1	7	0.4	-16	10	0.0	-2

# With a hit mark in esBAF inh, among the entries above:
compound,ARNT TACC3 PPI,esBAF inh,F508del corr,RAD52 anneal inh,GSIS activator,ERAP1 HTS inh
CCCOC1CCCN(C(=O)c2cc(COc3c(F)cccc3F)on2)C1 (stereo unspecified),-7,89*,1.1,-15,11,0
CCS(=O)(=O)N1Cc2ccccc2CC1C(=O)Nc1cccc(OC)c1 (stereo unspecified),-13,53*,-1.2,-22,-20,0

# Remaining list, next part:
Compound	ARNT TACC3 PPI	RAD54 branch	esBAF inh	F508del corr	RAD52 anneal inh	GSIS activator	Xi reactivation	ERAP1 HTS inh
Cc1nnc(SC(C)C(=O)NC2CCCCC2)s1 (stereo unspecified)	-2	-2	x	2.2	-13	0	-0.2	-1
C/C(=N\Nc1ccccc1Cl)c1ccc(-n2ccnc2)cc1	6	-7	9	-1.9	-20	22	0.0	-4
Cc1ccc(S(=O)(=O)Nc2ccc3c(c2)C(=O)N([C@H](C)CO)C[C@@H](C)[C@@H](CN(C)S(C)(=O)=O)OCCCC[C@H](C)O3)cc1	-2	0	-6	-3.2	15	5	0.1	4
C[C@@H]1CN([C@@H](C)CO)C(=O)c2cc(NC(=O)Cc3ccccc3)ccc2O[C@@H]1CN(C)C	-10	6	-4	-1.4	2	-6	-0.4	2
CC(=O)c1nc(N2C(=O)C3CC=C(C)CC3C2=O)sc1C (stereo unspecified)	-9	8	13	x	x	-17	x	x
OCC1(Cc2ccccc2)CCCN(C2CCCC2)C1 (stereo unspecified)	-1	x	x	2.2	-7	-3	-0.2	4
Cc1cccc(OCc2nnc(SCC(=O)c3c(N)n(C4CC4)c(=O)[nH]c3=O)o2)c1	-5	-14	-5	0.2	-3	18	0.0	3
CC(C)CN(C(=O)CN1CCN(c2ccc(F)cc2)CC1)c1c(N)n(CC(C)C)c(=O)[nH]c1=O	-14	x	-7	x	x	-6	-0.1	x
CO[C@H](CN(C)S(=O)(=O)c1cccc(Cl)c1)[C@H](C)CN([C@H](C)CO)S(=O)(=O)c1ccc(Cl)cc1	4	1	-1	0.2	-3	-35	0.0	-3
O=C(CC1CCCC1)N1CCN(S(=O)(=O)c2cccc(Br)c2)CC1	x	-2	0	1.0	-47	-6	0.1	-2
C[C@@H]1CN([C@H](C)CO)S(=O)(=O)c2ccc(C#Cc3cccc(F)c3)cc2O[C@H]1CN(C)S(=O)(=O)c1ccccc1F	-4	-6	4	2.5	-2	-12	0.6	2
C[C@H]1CN([C@@H](C)CO)C(=O)c2cc(NC(=O)Cc3ccccc3)ccc2O[C@H]1CN(C)S(=O)(=O)c1cn(C)cn1	-7	-4	-1	-2.4	-7	7	0.0	0
CCc1nc2ccc(C(=O)N3CCN(C)CC3)cn2c1N(C)CCC(C)C	x	-5	-5	4.1	-17	-8	0.1	0
C[C@@H]1CCCCO[C@H](CN(C)Cc2ccccc2)[C@H](C)CN([C@@H](C)CO)C(=O)c2cc(NS(=O)(=O)c3cccs3)ccc2O1	7	16	-7	-0.7	17	8	-0.1	-24
Cc1ccc(S(=O)(=O)N(CC(=O)N(C)C)c2cccc([N+](=O)[O-])c2)cc1	-9	-2	-1	0.6	-16	7	0.2	-1
O=C(Cc1c(Cl)cccc1Cl)NCCc1ccc(Cl)cc1	-11	0	6	x	x	25	x	x
CC1(C)CC(=O)/C(=C(/O)CCCN2C(=O)c3ccccc3C2=O)C(=NC(C)(C)C)C1	2	-8	0	0.7	3	-17	0.0	-1
COc1ccccc1S(=O)(=O)N(C)C[C@H]1OCc2ccccc2-c2c(n(C)c3ccccc23)C(=O)N([C@H](C)CO)C[C@@H]1C	30	-22	3	-4.1	22	-16	-0.8	-1
COc1ccc(C(C)(O)c2nc(-c3ccc(C)c(C)c3)cs2)cc1 (stereo unspecified)	x	0	-1	0.5	-16	5	0.0	-2
CCCNC(=O)N1[C@H](CO)[C@H](c2ccc(/C=C/c3ccccc3)cc2)[C@@H]1C#N	22	0	2	-1.0	6	-7	0.4	0
CC1CCN(C(=O)C2CCN(S(=O)(=O)c3cccc4cccnc34)CC2)CC1	-7	1	-5	-3.8	-7	-4	0.0	3
CN(C)S(=O)(=O)N(CC(=O)N1CCC(Cc2ccccc2)CC1)c1ccccc1	x	-3	12	-1.3	-9	-39	0.2	-4
CCc1cc2c(nc1CC)CCCN2S(=O)(=O)c1ccc(C(F)(F)F)cc1	x	x	x	3.5	16	-26	0.0	-1
C[C@@H]1CN([C@@H](C)CO)C(=O)Cc2cc(NC(=O)NC3CCCCC3)ccc2O[C@H]1CN(C)S(=O)(=O)c1ccccc1	0	-6	-8	-0.7	7	1	0.1	-1
Cc1nc2sc(C(c3ccccc3)N3CCN(C(=O)c4ccco4)CC3)c(O)n2n1 (stereo unspecified)	2	15	-2	0.0	4	22	x	0
CCCCNC(=O)C1C(c2ccc(C(F)(F)F)cc2)=Nc2ccccc2N1C(=O)c1cccc2ccccc12 (stereo unspecified)	x	x	x	-1.1	-16	6	0.1	14
CCN(CC)S(=O)(=O)c1ccc(OC)c(NC(=O)CSc2cc(C)ccc2C)c1	-1	x	x	x	-25	-32	-0.2	5
Cc1ccc(CN2CC(C(=O)Nc3ccc(C)c(S(=O)(=O)N4CCCCC4)c3)CC2=O)cc1 (stereo unspecified)	x	-5	-1	0.3	-35	-36	-0.1	-1
COc1ccc(/C=C2\SC(=O)N(CCC(=O)NC3CCS(=O)(=O)C3)C2=O)cc1 (stereo unspecified)	-5	2	u	-3.5	-11	15	0.1	3
C[C@H]1CN([C@@H](C)CO)C(=O)Cc2cc(NC(=O)c3ccncc3)ccc2O[C@@H]1CN(C)S(=O)(=O)c1cn(C)cn1	-11	9	0	-0.3	6	11	0.1	0
COc1ccc2c3c([nH]c2c1)[C@H](CO)N(S(C)(=O)=O)CC31CCN(CC2CCCC2)CC1	x	x	x	0.7	16	-7	0.1	-1
O=C1c2ccccc2C2(c3ccc(F)cc3)NCCN12 (stereo unspecified)	-3	11	-8	-0.2	-6	-15	0.1	2
O=C(c1cccc(F)c1)N1CCCCN2[C@H](C1)[C@H](c1ccc(-c3cncnc3)cc1)[C@@H]2CO	-4	0	3	-0.9	-15	9	0.3	0
O=C(COc1ccc(Cl)cc1Cl)N/N=C1\CCCc2ccccc21	-3	-7	4	x	x	10	x	x
CC(C)(C)c1ccc(OCC(=O)NNC(=S)NC(=O)c2ccccc2[N+](=O)[O-])c(Br)c1	10	x	x	x	-15	-24	0.0	0
C#CCNC(=O)C1=C[C@H](c2ccccc2)[C@@H](CCCO)[C@H](OCC)O1	13&1	-21&-3	5	0.0&1.1	25&-8	25	0.1	-3&3
CC(=O)c1ccc(OCCCC(=O)N2CCN(S(=O)(=O)c3ccc(C)cc3C)CC2)cc1	x	-7	0	4.8	7	-21	0.1	2
O=C(/C=C/[C@H]1O[C@@H](n2cnc3c(NC(=O)c4ccccc4)ncnc32)[C@H](O)[C@@H]1O)NCc1cccc2ccccc12	x	-3	-5	-2.4	-5	-12	0.0	-3
C[C@H](CO)N1C[C@H](C)[C@@H](CN(C)Cc2ccccn2)Oc2cc(C3=CCCC3)ccc2S1(=O)=O	0	-2	-4	-3.6	-11	6	0.5	0
CN(CC(=O)O)S(=O)(=O)c1ccc2c(c1)NC(=O)CC(=O)N2	-19	x	x	3.3	-5	6	-0.1	-2
